DT40 TDP1 no CPT: qHTS for Inhibitors of human tyrosyl-DNA phosphodiesterase 1 (TDP1): qHTS in cells in absence of CPT. 15% of 420,000 active. DT40 Tdp1-/- hTDP1 cells, no CPT, ATP luminescence, 48 h. Potency, µM (highest dose often 46.2 µM), without a hit: at the highest dose activity change, negative = growth inhibition, usual class: inhibitors. AID 686978, 2013; also: nearly all actives have a fitted effect of over 55% in size
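A cellular qHTS used chicken DT40 cells lacking endogenous Tdp1 but carrying stably transfected human TDP1. Compounds were applied without camptothecin, and cell growth kinetics were judged by ATP-dependent luminescence after ≥48 hr.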
KAT2A inh: GCN5L2 (KAT2A) acetyltransferase inhibition. 0.21% of 390,000 active. Potency, µM (top dose mostly 58.9 µM), for inactives: at the top dose activity change, negative = inhibition, actives largely listed as inhibitors. GCN5L2 HAT assay, ThioGlo1 CoA-SH fluorescence. Q92830
Target sequence (Q92830 whole entry, looked up): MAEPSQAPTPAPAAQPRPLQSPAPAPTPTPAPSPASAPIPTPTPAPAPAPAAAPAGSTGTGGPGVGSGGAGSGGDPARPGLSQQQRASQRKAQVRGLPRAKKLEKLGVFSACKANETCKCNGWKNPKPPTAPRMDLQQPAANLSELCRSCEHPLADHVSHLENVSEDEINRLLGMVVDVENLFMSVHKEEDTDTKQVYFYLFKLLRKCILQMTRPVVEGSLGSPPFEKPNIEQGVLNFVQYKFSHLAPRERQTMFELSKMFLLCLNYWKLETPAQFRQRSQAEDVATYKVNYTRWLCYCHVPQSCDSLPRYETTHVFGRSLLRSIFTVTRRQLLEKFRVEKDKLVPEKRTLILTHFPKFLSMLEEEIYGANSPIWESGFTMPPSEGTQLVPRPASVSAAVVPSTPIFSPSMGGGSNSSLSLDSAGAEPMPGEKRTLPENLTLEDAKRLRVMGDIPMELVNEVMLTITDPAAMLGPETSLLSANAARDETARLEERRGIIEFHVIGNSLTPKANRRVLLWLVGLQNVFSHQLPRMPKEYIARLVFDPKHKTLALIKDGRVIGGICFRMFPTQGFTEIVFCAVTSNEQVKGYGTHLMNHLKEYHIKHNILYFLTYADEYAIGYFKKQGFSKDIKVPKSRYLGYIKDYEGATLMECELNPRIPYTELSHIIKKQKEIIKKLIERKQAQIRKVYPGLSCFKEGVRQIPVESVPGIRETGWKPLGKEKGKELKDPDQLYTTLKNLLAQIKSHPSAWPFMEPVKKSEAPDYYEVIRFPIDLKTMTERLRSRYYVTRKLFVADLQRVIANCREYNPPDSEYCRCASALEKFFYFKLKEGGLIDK
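GCN5L2 (20nM final) in 50mM HEPES, 0.1mM EDTA pH 7.5, 0.01% Tween-20 was preincubated 15 min at room temperature with compound, then given ThioGlo1 (50uM), H3(1-25) peptide (75uM) and acetyl-CoA (70uM); CoA-thiol fluorescence (Ex340/Em540) was read at 0 and 20 min.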
DT40 TDP1 CPT: growth inhibition of DT40 Tdp1-/-;hTDP1 cells with camptothecin (screen for TDP1 inhibitors). 12% of 420,000 active. chicken DT40 Tdp1-/-;hTDP1 cells + 20 nM CPT, ATP luminescence, 48 h. Potency, µM (top dose mostly 46.2 µM), without a hit: at the highest dose activity change, negative = growth inhibition, most hits filed as inhibitors; also: nearly all actives have a fitted effect of over 55% in size
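Chicken DT40 Tdp1-/- cells complemented with human TDP1, 400 cells/well, exposed to compounds plus 20 nM camptothecin for at least 48 h at 37 C; viability read as ATP content by CellTiter-Glo luminescence.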
An asterisk follows results filed as active; ? = inconclusive; · = not tested or not shown; & = joins results of further samples; [ ] = dose if it differs, or a comment. Calls follow the shape of the dose curve; as a rule, active = well fitted curve in the direction sought with a large enough effect; inconclusive = small, poorly fitted or top-dose-only effect, or another doubt; inactive = no such curve, though single readings can be large; an effect the other way counts as inactive or inconclusive. % is scaled to controls: 0 for no effect and ±100 for the full control effect; potency is read from the fitted curve at half-maximal effect.

mol | DT40 TDP1 no CPT | KAT2A inh | DT40 TDP1 CPT
COc1ccc(S(=O)(=O)N(C)C[C@H]2OCc3cnnn3CCCC(=O)N([C@@H](C)CO)C[C@H]2C)cc1 | -27% | · | 1%
CCOc1ccc(N2C(=O)CC(Sc3n[nH]c(-c4ccccc4)n3)C2=O)cc1 (centres undefined) | 7.3µM* | -12% | 7.3µM*
Cc1nc(C)c(/C(O)=C\c2nc3ccc([N+](=O)[O-])cc3oc2=O)o1 | ? | 2% | -18%
CCC(=O)N[C@H]1C=C[C@H](CC(=O)OC)O[C@@H]1CO | 1% | · | 2%
O=C(Nc1cccnc1)Nc1ccc(F)c(Cl)c1 | ? | 3% | -26%
O=C(CN1C(=O)COc2ccccc21)c1cccc(Cl)c1 | -2% | -3% | -16%
CS(=O)(=O)Nc1c(O)ccc2c1CCC[C@H]2C1=NCCN1 | -7% | -7% | 2%
CCN1CCN(c2ccc(NC(=O)c3ccc(Cl)c(S(=O)(=O)N4CCCC4)c3)cc2)CC1 | ? | 3% | ?
N=C1/C(=C\c2ccc(Br)o2)C(=O)N=C2SC(CC(=O)N3CCCCC3)=NN12 | 7.3µM* | ? | 6.5µM*
Cc1ccc(C)c(S(=O)(=O)N2CCN(C(=O)CCC(=O)NCc3ccc(Cl)cc3)CC2)c1 | -22% | -19% | -12%
CCC(C)Oc1cc(-c2ccnc(Nc3cccc(Cl)c3)n2)ccn1 (centres undefined) | ? | -4% | ?
Cc1ccc(-n2nc(C)c3c(-c4cccs4)c(C#N)c(N)nc32)cc1 | 23µM* | -12% | ?
CCC/C(C#CCCN1C(=O)c2ccccc2C1=O)=C1/c2ccccc2C(=O)N1c1ccccc1 | ? | -6% | 18µM*
COc1ccccc1CNC(=O)C1CCCN(S(=O)(=O)c2c(C)[nH]c(=O)[nH]c2=O)C1 (centres undefined) | -4% | 1% | -7%
O=C(NCc1ccccc1)c1cc(C2CCCCN2S(=O)(=O)c2cccc3cccnc23)on1 (centres undefined) | -29% | · | -19%
COc1ccc(N(C(=O)c2ccc(F)cc2)C2=CC3CCC(C2)N3C)cc1 (centres undefined) | -5% | -6% | 5%
CCOCCCN1CC(C(=O)NCc2ccc3c(c2)OCO3)CC1=O (centres undefined) | -13% | -1% | 9%
C/C(=N\NC(=O)c1cc(C)oc1C)c1ccc2c(c1)OCO2 | 0% | -2% | 3%
Cc1ccc(S(=O)(=O)Nc2ccccn2)c(C)c1 | 2% | · | -3%
CN(C)S(=O)(=O)c1ccc(C(=O)NCC(=O)Nc2ccc(F)c(F)c2)cc1 | 19% | -18% | -1%
COc1cc(OC)cc(C(=O)NNC(=O)CN2C(=O)NC(C)(c3ccccc3)C2=O)c1 (centres undefined) | -7% | -9% | 8%
COc1cc(NC2=Nc3cccc4cccc2c34)cc(OC)c1OC | ? | -4% | ?
Cc1cccc(NC(=O)CSc2nc(=O)n(Cc3cccnc3)c3c2CCC3)c1C | -21% | 0% | 9%
C[C@@H]1CC=C[C@H]2[C@H]1C(=O)N(Cc1ccccc1)[C@H]2c1ccc2ccccc2c1 | ? | 0% | ?
O=S1OC(c2ccccc2)c2cc(Cl)ccc21 (centres undefined) | -18% | -2% | -17%
Cn1nnnc1SCC(=O)c1ccco1 | ? | -6% | 0%
C[C@@H]1CN([C@@H](C)CO)C(=O)CCCn2cc(nn2)CO[C@H]1CN(C)S(=O)(=O)c1ccccc1C#N | -13% | · | -19%
CC(C)CN(C(=O)COC(=O)CSc1ccccc1)c1c(N)n(Cc2ccccc2)c(=O)[nH]c1=O | -22% | 1% | -29%
Cc1noc(C)c1COC(=O)CCCc1nc2ccccc2s1 | -5% | -7% | 2%
CCOc1ccccc1-n1nnc(-c2nc(-c3ccccc3)no2)c1N | -24% | -8% | 1%
C#CCNC(=O)C1=C[C@H](c2ccc(C(F)(F)F)cc2)[C@@H](CCCO)[C@H](OCC)O1 | ? | 2% | -7%
CCn1c(SCC#N)nc2c(c1=O)C1(CCCC1)Cc1ccccc1-2 | -28% | -8% | ?
COc1ccc(N2CCN(C(=O)c3ccc4c(c3)CCN4S(C)(=O)=O)CC2)cc1 | ? | -6% | ?
Cc1ccc(S(=O)(=O)NN=C2CC(C)(C)CC(=O)C2(C)C)cc1 | -14% | · | 13%
CCO[C@@H]1OC(C(=O)N2CCOCC2)=C[C@H](C(C)(C)C)[C@H]1CCCO | 1% | · | -27%
CCOC(=O)c1ccc(NC(=O)C2C3C=CC(C3)C2C(=O)O)cc1 (centres undefined) | -19% | -2% | -10%
CC1=C(C(=O)Nc2ccccc2)C(c2ccccn2)n2ncnc2N1 (centres undefined) | 0% | · | -19%
CNC(=O)COC(=O)c1ccc([N+](=O)[O-])cc1Cl | 0% | -2% | 17%
Cc1ccc(NC(=O)C2CCN(c3nnc(C)c4c(C)n(-c5ccccc5)nc34)CC2)c(Cl)c1 | ? | -8% | 13µM*
Cc1cc(NC(=O)c2cccc(Cl)c2)ccc1-c1cc2ccccc2oc1=O | 23µM* | 2% | ?

Fetched by compound from above:
mol | DT40 TDP1 no CPT | KAT2A inh | DT40 TDP1 CPT
CC(C)CN(C(=O)COC(=O)CSc1ccccc1)c1c(N)n(Cc2ccccc2)c(=O)[nH]c1=O | -22% | 1% | -29%
CC1=C(C(=O)Nc2ccccc2)C(c2ccccn2)n2ncnc2N1 (centres undefined) | 0% | · | -19%
CCn1c(SCC#N)nc2c(c1=O)C1(CCCC1)Cc1ccccc1-2 | -28% | -8% | ?
COc1cc(OC)cc(C(=O)NNC(=O)CN2C(=O)NC(C)(c3ccccc3)C2=O)c1 (centres undefined) | -7% | -9% | 8%
Cc1noc(C)c1COC(=O)CCCc1nc2ccccc2s1 | -5% | -7% | 2%

The list continues.
mol | DT40 TDP1 no CPT | KAT2A inh | DT40 TDP1 CPT
Cc1ccc2nc(-c3cccnc3)cc(C(=O)N3CCN(c4ccc([N+](=O)[O-])cc4)CC3)c2c1 | 18µM* | -14% | 16µM*
COc1ccc(OC)c(/C=N/NC(=O)C(O)c2ccccc2)c1 (centres undefined) | -29% | -16% | -25%
Cc1ccc(C)c(N2CCN(C(=O)COc3cc(=O)n(C)c4ccccc34)CC2)c1 | ? | -4% | 15µM*
O=C(CS(=O)(=O)Cc1ccccc1)N1CCc2ccccc2C1 | -4% | -2% | -2%
CCOC(=O)c1c(-c2ccccc2)oc2ccc(O)cc12 | ? | ? | ?
CC(=O)NC1C(=O)N(CCc2ccccc2)c2ccccc21 (centres undefined) | -11% | -6% | -13%
CCc1cc2c(=O)c(-c3nc4ccccc4n3C)c(C)oc2c(CN2CCCCC2)c1O | ? | -1% | 26µM*
CC(=O)N[C@@H](CS)C(=O)O | -7%&-11% | -26%&-2%&2% | 15%&-2%
CCNc1ncc2nc(-c3ccc(OC)cc3)c(=O)n(CCc3ccccc3)c2n1 | 5% | 2% | -4%
COc1ccc(C(=O)NNC(=O)C23CC4CC(CC(C4)C2)C3)c(OC)c1 | ? | 1% | -26%
Cc1noc(C)c1COc1ccc(C(=O)N2CC(C)CC(C)C2)cc1 (centres undefined) | ? | -9% | ?
C=C(C(=O)Oc1c(C(C)(C)C)cccc1C(C)(C)C)c1ccccc1 | -1% | 1% | -12%
COCCOC(=O)c1c(C)oc2ccc(OCc3cc(C(=O)OC)oc3C)cc12 | -17% | -10% | -26%
CC(C)Cn1c(N)c(C(=O)COC(=O)c2cc(F)cc(F)c2)c(=O)n(C)c1=O | ? | 0% | -25%
CCOC(=O)CN1C(=O)CN(c2ccc(C)c(C)c2)C1=O | -6% | -10% | 0%
O=C(CNc1ccc(Oc2ccccc2)cc1)N1CCOCC1 | ? | -1% | ?
COC(=O)C[C@H]1C[C@H]2c3cc(NC(=O)NC4CCCC4)ccc3O[C@H]2[C@@H](CO)O1 | -19% | · | -18%
Cc1nc2c(-c3ccc(F)cc3)c(C)nn2c(C)c1CCC(=O)NCCN1CCOCC1 | -12% | -4% | -7%
CC(=O)c1cccc(OCC(=O)Nc2cc(Cl)ccc2-n2cncn2)c1 | -2% | -11% | 5%
COc1ccc(CNC(=O)CN2C(=O)c3cccnc3Oc3ccc(C)cc32)cc1 | ? | -5% | ?
O=C(Nc1cccc2ccccc12)c1ccccc1 | -21% | 2% | ?
c1ccc(-c2cc(N3CCCCCC3)n[nH]2)cc1 | ? | -7% | -19%
Cc1c2c(nc3c(C)cccc13)OC(C)C2 (centres undefined) | -17% | 1% | -4%
CNS(=O)(=O)c1cccc(C(=O)NCC2(N3CCCCC3)CCCCC2)c1 | 3% | -2% | -16%
COC(=O)CSC1=C(C#N)C(=O)NC2(CCCCC2)S1 | -3% | ? | 15%
COc1cc(CNC(=O)c2cnn(-c3ncc4c(n3)-c3ccccc3CC4)c2C)cc(OC)c1OC | -17% | · | -2%[9.04 µM]
CCOc1ccc(NC(=O)c2csc3c2CCCC3)cc1 | ? | -3% | ?
Cc1cccc(C(=O)NCc2nnc(SCC(=O)Nc3nncs3)n2C)c1 | -4% | -11% | 0%
c1ccc2c(c1)nc(-c1ccncc1)n1nnnc21 | -28% | -8% | -18%
O=C(CSc1cn(CC(=O)N2CCCCC2)c2ccccc12)Nc1ccccc1 | ? | 0% | -3%
CN(N)c1nc2ccccc2nc1C(F)(F)F | ? | 1% | ?
COc1cc(-c2nc3ccccn3c2NCC2CCCO2)ccc1O (centres undefined) | ? | -15% | ?
Cc1cc(=O)oc2cc(OCC(=O)NC3(C#N)CCCCC3)ccc12 | -8% | · | -11%
CC(=O)Nc1ccc(S(=O)(=O)NCC(=O)OCC(=O)NCCc2ccccc2)cc1 | 0% | · | 21%
Cn1c(=O)c2cc(NC(=S)NC3CCCCC3)ccc2n1Cc1ccc(F)cc1 | ? | · | -13%
O=C(COC(=O)c1ccc(Br)cc1)NCc1ccc(F)cc1 | 7% | 1% | 4%
CCCC(=O)NCC(c1cccs1)S(=O)(=O)c1ccc(C)cc1 (centres undefined) | -1% | -2% | -22%
O=C(CCCn1c(=S)[nH]c2ccsc2c1=O)Nc1ccc2c(c1)OCCO2 | -4% | -8% | 8%
C=CCn1cc(C(C)=O)c(=O)[nH]c1=O | -1% | -8% | -5%
Cn1ccc2cc(NC(=O)Nc3cccnc3)ccc21 | -14%&-16% | -20%&-12% | -6%&1%
CN1CCN(C(=S)NC(=O)c2ccc(-c3ccccc3)cc2)CC1 | ? | -3% | ?
CCc1ccc(CN(C)C(=O)c2cc(S(=O)(=O)N3CCOCC3)ccc2N2CCCC2)cc1 | ? | -6% | ?
COc1ccc(-n2c(=S)[nH]c3[nH]ncc3c2=O)cc1 | -13% | -7% | 2%
CN1CCN(C(=O)c2ccc(N3CCCC3=O)cc2)CC1 | -2% | -4% | -11%
CCOC(=O)NC1(C(F)(F)F)NC(=O)N(C2CCCCC2)C1=O (centres undefined) | -9% | -5%[0.501 µM] | -22%
CN(C)S(=O)(=O)c1cccc(NC(=O)CSc2nnnn2-c2ccccc2)c1 | 23µM* | -6% | 15µM*
COC(=O)c1cc(C(=O)OC)cc(-n2c(C)cc(C(=O)CC#N)c2C)c1 | ? | · | ?
COc1cc(/C=N/NC(=O)CCn2cnc(-c3ccccc3)c2-c2ccccc2)ccc1O | 18µM* | -3% | ?
CC[C@@H](NCCCn1cnc2c(SC)ncnc21)c1ccccc1 | ? | · | 16µM*
COc1ccc(CC2(CO)CCN(Cc3cccc(OC)c3OC)CC2)cc1 | -6% | -1% | -29%
O=C(O)C1CCC(=O)N(C2CCCCC2)C1c1ccccc1Cl (centres undefined) | -4% | -4% | -1%
NC(=O)C1CCN(C(=O)c2cc(-c3ccccc3Cl)nc3ccccc23)CC1 | -16% | -4% | -2%
COc1ccc(CCC(=O)Nc2ccc(S(=O)(=O)Nc3ncccn3)cc2)cc1 | 15% | -1% | -1%
Cc1ccc(F)cc1-c1cc(C(=O)NCc2cc(C(F)(F)F)cc(C(F)(F)F)c2)[nH]n1 | ? | · | 29µM*
COc1c(O)cnn(-c2ccccc2)c1=O | -3% | 1% | 3%
CCCn1c2ccccc2c2cnn(CC(=O)NCCc3ccc(S(N)(=O)=O)cc3)c(=O)c21 | ? | -9% | ?

Compound activity from PubChem BioAssay.

Only part of the results is shown; the hit share may differ from the screen's.
